FXIIa single – human FXIIa protease inhibitors, primary screen, biochemical, single well; purified human FXIIa, AMC substrate fluorescence, 2 h; inhibition, % at 10 µM; 33,000 compounds, 0.2% hits; Coagulation factor XII (Homo sapiens), P00748; in the data active = inhibition above about 30%;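 note: 0% = enzyme with vehicle only and 100% = no enzyme blank; many of its hits are not listed in these tables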
FXIa inh – human FXIa protease inhibitors, primary screen, biochemical, single compound per well. Coagulation factor XI (Homo sapiens), P03951. purified human FXIa, fluorogenic AMC substrate cleavage. inhibition, % at 10 µM. 33,000 compounds, 0.3% hits;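 active = inhibition above 40% in the primary screen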;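 note: 0% = enzyme without compound and 100% = blank wells lacking enzyme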
Target sequence (P03951 19-387 limits assumed): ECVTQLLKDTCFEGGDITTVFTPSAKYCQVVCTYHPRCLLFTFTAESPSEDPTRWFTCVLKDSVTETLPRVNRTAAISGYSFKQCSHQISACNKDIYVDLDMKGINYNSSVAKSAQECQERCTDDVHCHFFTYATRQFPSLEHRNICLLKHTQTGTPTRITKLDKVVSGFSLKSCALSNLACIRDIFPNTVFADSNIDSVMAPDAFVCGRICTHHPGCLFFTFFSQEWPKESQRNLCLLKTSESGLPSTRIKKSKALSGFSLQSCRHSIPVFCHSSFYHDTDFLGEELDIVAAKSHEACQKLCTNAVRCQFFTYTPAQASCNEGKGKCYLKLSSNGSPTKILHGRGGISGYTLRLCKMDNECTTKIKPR
Target sequence (P03951 388-625 limits assumed): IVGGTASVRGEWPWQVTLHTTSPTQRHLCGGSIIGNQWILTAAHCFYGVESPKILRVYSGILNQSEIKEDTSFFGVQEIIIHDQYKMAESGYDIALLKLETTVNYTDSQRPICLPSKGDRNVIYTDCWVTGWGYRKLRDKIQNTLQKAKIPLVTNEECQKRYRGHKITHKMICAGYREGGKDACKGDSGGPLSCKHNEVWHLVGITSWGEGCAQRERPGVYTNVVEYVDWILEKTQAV
Numbers without * were called inactive.

SMILES	FXIIa single	FXIa inh
O=[N+]([O-])c1ccc(N=Nc2ccc(O)cc2O)cc1	14	1
COc1ccc(NC(=O)C2CCN(c3nc(C)nc4c3CCC4)CC2)cc1	9	1
CCOC(=O)/C=C1\CC(=O)Nc2cc(C)c(C)cc2N1	6	-3
COc1ccc(-c2n[nH]c(C)c2-c2ccc(Cl)cc2)c(O)c1	6	-8
Cn1c(=O)oc2cc(S(=O)(=O)N3CCC(C(=O)NCc4ccc(F)cc4)CC3)ccc21	-19	-12
COc1ccc(/C=N/c2nc3ccccc3n2CCN2CCCCC2)cc1OC	8	5
CC1Cc2ccccc2N1c1ncnc2c1nnn2Cc1ccccc1Cl (stereo not given)	-3	-2
CCOC(=O)CSc1ncnc2c1sc1nc(N3CCOCC3)c3c(c12)CCCC3	6	-5
CC1=C(C(N)=O)C(c2ccc(C)o2)C(C(N)=O)=C(C)N1	10	1
Cc1cc(-c2n[nH]c(=S)o2)c(C)n1-c1ccccc1	3	-6
CCSc1nnc(CCNC(=O)OC(C)(C)C)o1	3	7
Cn1ccnc1C(O)c1cc(C(C)(C)C)c(O)c(C(C)(C)C)c1 (stereo not given)	7	-4
CCCCN(CCCC)S(=O)(=O)c1ccc(NC(=O)CN2CCOCC2)cc1	-1	-1
COc1cc2c(cc1NC(=O)CSc1nnc(Cc3cccs3)n1Cc1ccco1)oc1ccccc12	8	0
O=C1N(CC(=O)N2CCc3ccccc32)CCN1Cc1ccc(Cl)cc1	5	-3
O=C(NCc1ccc2c(c1)OCO2)c1cc(-c2ccc(Cl)cc2Cl)on1	6	-2
CCCS(=O)(=O)c1c(S(=O)(=O)CCC)c2c(C)cccn2c1C(N)=O	-14	5
CCOCCCNC(=O)c1ccc(N(C)S(=O)(=O)c2ccc(OC)cc2)cc1	12	0
CSc1nc2n(n1)C(c1ccccn1)C1=C(CC(C)(C)CC1=O)N2 (stereo not given)	5	-9
Cc1nn(CCC#N)c2nc(-c3ccccc3)cc(C(F)(F)F)c12	2	17
CCOC(=O)N1CCN(Cc2nc(N)nc(Nc3ccccc3C)n2)CC1	-18	18
COc1ccc(N2CCN(C(=O)CCc3ccc(S(=O)(=O)NC(C)C)cc3)CC2)cc1	-14	-1
CCOC(=O)Cc1csc(N)n1	4	-13
CCOn1c(-n2nc(C)cc2C)nc2ccccc2c1=O	3	-6
COc1cc(NS(=O)(=O)c2ccc(N)cc2)ncn1	3	0
O=c1[nH]c2c(s1)C(c1ccc(O)cc1)C1C3CCC(C3)C1S2 (stereo not given)	6	0
Cc1cc(C(=O)N2CCN(c3ncccn3)CC2)sc1-c1ccccc1	5	-4
COc1cc(NS(=O)(=O)c2ccc(OC)c(C)c2C)c(OC)cc1Cl	5	-7
COc1ccc(C(=O)c2cnc3cc4c(cc3c2C)OCO4)cc1	-13	35
COC(=O)c1ccc(OCC(=O)c2ccccc2OC)cc1	3	-12
COc1cc(NC(=O)C2CCCN(S(=O)(=O)c3ccc4c(c3)oc(=O)n4C)C2)cc(OC)c1 (stereo not given)	1	1
CCOc1cccc(-n2nnnc2-c2ccc(OC)cc2)c1	2	7
CC1=C(C(=O)OC(C)C)C(c2ccsc2)NC(=O)N1C (stereo not given)	6	6
CC(C)CNC(=O)c1ccc(COc2ccc(Cl)cc2Cl)o1	5	2
CC(C)N1CC2(c3ccccc3)CN(C(C)C)CC(c3ccccc3)(C1)C2=O	1	-4
O=C1NC(c2ccccc2)(C(F)(F)F)SC2=NCCCN12 (stereo not given)	9	0
N/C(=N\OS(=O)(=O)c1ccc2ccccc2c1)c1ccncc1	3	-1
COC(=O)Cc1c[nH]c2cccc(OCC(O)CN(Cc3ccc([N+](=O)[O-])cc3)C(C)(C)C)c12 (stereo not given)	2	3
O=C(CCn1c(=S)[nH]c2cc3c(cc2c1=O)OCO3)N1CCc2ccccc2C1	15	-3
CCOC(=O)CSc1ccc(S(=O)(=O)N(C)C2CCCCC2)cc1[N+](=O)[O-]	12	4
COc1ccc(N2C(=O)CC(Sc3nc(C)cc(C)c3C#N)C2=O)cc1 (stereo not given)	7	-11
O=S(=O)(Cc1ccccc1)N1CCN(c2ccccc2)CC1	3	-1
COc1ccc(NC(=O)N2CCCC2C(=O)Nc2ccccc2)cc1 (stereo not given)	-19	18
N#Cc1cc(C(=O)c2cc(Br)ccc2O)cn(C2CCCCC2)c1=O	8	-6
CCn1cc(SCC(=O)N2CCc3ccccc32)c2ccccc21	3	4
O=C(O)C1CCCCC1C(=O)Nc1nc(-c2cccs2)cs1 (stereo not given)	3	-4
CCn1ccnc1C(O)c1ccccc1OC (stereo not given)	5	-14
CSc1ccc(S(=O)(=O)NCCOc2ccccc2C)cc1	7	3
O=C(O)Cc1ccc(O)c(F)c1	3	1
O=c1cc(Cl)c(-c2ccccc2)n[nH]1	-5	1

(further entries)
SMILES	FXIIa single	FXIa inh
Cc1ccc(NC(=S)NCC2CCCO2)cc1C (stereo not given)	5	-5
CCc1cccc(NC(=O)COc2ccccc2)c1	6	-5
O=C(O)CSc1nnc(SCc2cccc3ccccc23)s1	7	-11
CC(NC(=O)Cc1ccc(F)cc1)C(c1cccs1)N1CCN(C)CC1 (stereo not given)	-16	2
COC(=O)CSc1nc(-c2ccc(C)cc2)c2c(c1C#N)CCCC2	9	-2
CCOC(=O)CC(NC(=O)c1cccs1)c1ccc(OCC)cc1 (stereo not given)	-11	29
O=C(C1CC=CCC1)N1CCN(C(=O)C2CC=CCC2)CC1 (stereo not given)	1	1
CN(Cc1ccccc1)C(=O)c1cccc(N2C(=O)NC3CC2(C)Oc2ccccc23)c1 (stereo not given)	6	-1
COc1ccc(-c2ncc3ccccn23)cc1OC	4	-1
CC(C)CN1C(=O)c2ccc(C(=O)Nc3nccs3)cc2C1=O	7	5
C=CCn1c(SCc2ccccc2)nc(O)cc1=O	0	-1
COC(=O)Oc1nsnc1N1CCOCC1	-6	5
CCc1cccc(OCCCCNCCOC)c1	8	-1
Cc1ccc(C)c(NC(=O)CSc2nnc([C@@H](N)Cc3ccccc3)o2)c1	3	-15
Cc1ccc(-c2nnn(CC(=O)N(c3ccc(F)cc3)C(C(=O)NC(C)(C)C)c3ccco3)n2)o1 (stereo not given)	6	3
CC(C)c1nnc(NC(=O)CCC(=O)N2CCN(c3ccccn3)CC2)s1	6	-8
CC(=O)Nc1ccc(-c2nnc(SCC(=O)n3c4c(c5ccccc53)CCCC4)n2C)cc1	5	4
Cc1noc(C)c1COc1cccc(C(=O)NCc2cccc(Cl)c2)c1	8	4
O=C(CCn1c(=O)c2ccccc2n(Cc2ccccc2)c1=O)NCc1ccc2c(c1)OCO2	1	8
CC(=O)c1c(C)nn(CCC(=O)O)c1C	-2	-7

Entries listed so far that contain a furan ring, fused or not (four):
SMILES	FXIIa single	FXIa inh
CC1=C(C(N)=O)C(c2ccc(C)o2)C(C(N)=O)=C(C)N1	10	1
COc1cc2c(cc1NC(=O)CSc1nnc(Cc3cccs3)n1Cc1ccco1)oc1ccccc12	8	0
CC(C)CNC(=O)c1ccc(COc2ccc(Cl)cc2Cl)o1	5	2
Cc1ccc(-c2nnn(CC(=O)N(c3ccc(F)cc3)C(C(=O)NC(C)(C)C)c3ccco3)n2)o1 (stereo not given)	6	3

Continued.
SMILES	FXIIa single	FXIa inh
CS(=O)(=O)N(CC(=O)N1CCCCCC1)c1ccccc1	6	4
O=S1(=O)N=C(N2CCN(c3ccc(F)cc3)CC2)c2ccccc21	-8	24
CCN1CCN(C(=O)N[C@@H](C(=O)N[C@@H]2C(=O)N3[C@@H]2SC(C)(C)[C@@H]3C(=O)O)c2ccccc2)C(=O)C1=O	4	6
COCC(=O)n1nc(NCc2ccc(OC)cc2)nc1NCc1ccc(OC)cc1	8	-2
O=C(Nc1cc(C(F)(F)F)ccc1N1CCOCC1)c1cn2ccccc2n1	-1	-1
COC(=O)c1sc2ncn(-n3c(C)ccc3C)c(=O)c2c1C	6	-9
CCN(CC)S(=O)(=O)c1cc(-c2nnc(-c3ccc(Br)cc3)o2)ccc1Br	-5	-2
CCCn1c(=O)[nH]c(=O)c2c1nc(-c1ccccc1)n2CCN1CCOCC1	5	-8
C=CCN=C(NC#N)SCC(=O)c1cccc(OC)c1	4	4
O=C(O)C1C2C=CC(O2)C1C(=O)Nc1ccccc1C(F)(F)F (stereo not given)	6	1
O=C(COC(=O)c1ccc(S(=O)(=O)N2CCOCC2)cc1)NC1CCCCCC1	-14	1
CN(c1ccccc1C(=O)Nc1ccc(S(=O)(=O)N2CCCC2)cc1)S(C)(=O)=O	9	5
COc1ccc(OC)c(NC(=O)Cn2cc(C#N)c3cc(Br)ccc32)c1	3	-6
CCC1CC(CSc2ncn[nH]2)OC1=O (stereo not given)	1	5
O=C(Cn1nnc(-c2ccccc2NC(=O)c2ccccc2F)n1)NCc1ccco1	-16	5
OCCn1c(Cl)nc2ccccc21	1	-1
O=C(Cn1[nH]c(=O)c2ccccc2c1=O)N1CC=C(c2ccccc2)CC1	3	3
Cc1ccc(C)c(NS(=O)(=O)c2ccc(OCC(=O)NCc3ccco3)cc2)c1	0	3
Cc1cc(C(=O)NC(C)C2CCCO2)cs1 (stereo not given)	6	0
COc1ccc(Cl)cc1NC(=O)N(C)Cc1c(C)nn(C)c1C	1	-2
CC(=O)c1sc(NC(=O)c2cc3c(C)nn(-c4ccccc4)c3s2)nc1C	5	0
CCOC(=O)COc1cc(Br)c(C2NC(=O)NC(C)=C2C(C)=O)cc1OCC (stereo not given)	5	-4
CS(=O)(=O)N(CC(=O)NC1CCCCC1)c1cccc(Cl)c1	6	-1
O=C(Nc1ccc(Cl)cc1)N1CCCN(Cc2ccc(F)cc2)C1	-11	25
CC(NCCC(c1ccccc1)c1ccccc1)c1ccccc1 (stereo not given)	5	3
CCn1c(SCc2nc3ccccc3c(=O)[nH]2)nnc1-c1ccncc1	-2	-6
O=C(Nc1ccc2c(c1)OCO2)C1CCCCN1S(=O)(=O)c1ccccc1 (stereo not given)	5	-10
COc1nc2ccccc2c(=O)n1OCC(C)C	6	3
Cc1[nH]c2ccccc2c1CN1CCc2ccccc2C1	-3	-2
COc1c(Cl)cc(Cl)cc1C(=O)Nc1ccccc1N1CCN(C(C)=O)CC1	4	-2

Arranged by the number under FXIa inh (largest number first): some entries from above
SMILES	FXIIa single	FXIa inh
O=C(Nc1ccc(Cl)cc1)N1CCCN(Cc2ccc(F)cc2)C1	-11	25
CC(=O)c1sc(NC(=O)c2cc3c(C)nn(-c4ccccc4)c3s2)nc1C	5	0
CS(=O)(=O)N(CC(=O)NC1CCCCC1)c1cccc(Cl)c1	6	-1
Cc1[nH]c2ccccc2c1CN1CCc2ccccc2C1	-3	-2
CCn1c(SCc2nc3ccccc3c(=O)[nH]2)nnc1-c1ccncc1	-2	-6
O=C(Nc1ccc2c(c1)OCO2)C1CCCCN1S(=O)(=O)c1ccccc1 (stereo not given)	5	-10

Next structures follow.
SMILES	FXIIa single	FXIa inh
CC(C)c1ccc(N2C(=O)CC(Sc3ncn[nH]3)C2=O)cc1 (stereo not given)	5	-4
Cc1ccc(NC2=NC(c3ccccc3)n3c(nc(C)cc3=O)N2)c(C)c1 (stereo not given)	3	7
CCOc1ccccc1N(C)C(=O)C1CCN(S(=O)(=O)c2cccc3nonc23)CC1	3	2
O=C(Cn1c(=O)oc2cc(S(=O)(=O)N3CCCC3)ccc21)N1CCN(C2CCCCC2)CC1	0	3
Cc1ccc(N(CCC#N)C(=O)CSc2ccc3c(c2)OCCO3)cc1	7	-13
FC(F)(F)c1cccc(N2CCN(CC3CC=CCC3)CC2)c1 (stereo not given)	-8	16
O=S(=O)(NCc1ccc2c(c1)OCO2)c1cccc2cccnc12	4	10
COc1ccc(Br)cc1S(=O)(=O)N1CCOCC1	4	2
Cc1ccc(C)c(Cn2c(=O)n(-c3ccc(CC(=O)NCc4ccco4)cc3)c(=O)c3sccc32)c1	-10	-12
Cc1ccc2nc(SCc3nnc(-c4ccccc4Br)o3)[nH]c2c1	17	16
CCc1ccc(NC(=O)Nc2ccc3c(c2)N(C)C(=O)CS3)cc1	11	4
C=CCNc1oc(-c2ccc(OCC)cc2)nc1C#N	5	1
C=CCNC(=O)CCCOc1cc(C)ccc1C	0	4
COc1ccc(NCc2nnc(SCC(=O)c3ccc(C)cc3)o2)cc1	3	6
COc1ccc(OC)c(NC(=O)c2c(NC(=O)c3ccco3)sc3c2CCC3)c1	-1	-1
CC(C)NC(=O)c1cccc(Br)c1	-14	11
CC(=O)N1CCN(c2nc(C)nc3sc4c(c23)CCC(C)C4)CC1 (stereo not given)	4	-12
COC(=O)c1cc(Br)c(=O)n(CCc2ccc(F)cc2)c1	6	6
O=C(O)CCC(=O)NCc1ccc(C(=O)O)cc1	4	-2

Full records as entered above. Order of values: FXIIa single	FXIa inh
Shown for O=C(O)CCC(=O)NCc1ccc(C(=O)O)cc1 → 4	-2
Shown for CC(=O)N1CCN(c2nc(C)nc3sc4c(c23)CCC(C)C4)CC1 (stereo not given) → 4	-12

Some of the compounds tested (hit frequency here may not be typical).
